E-sel inducer = E-selectin induction in HUVECs, primary screen, imaging, HUVEC, immunofluorescence imaging, single point; hit rate 0.37% among 260,000; P16581; normalized: neutral wells 0, TNF-alpha wells 100; activation, % at 7.58 µM; AID 686992, 2013;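 active = mean E-selectin-positive cell signal at least 10% of the positive control, reached in at least 60% of replicates, without over 20% cell loss; inconclusive = no rule given, readout overlaps actives, possibly toxicity-flagged; inactive = the rest, including those meeting only one limit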;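 note: in these data hits start at about 27%; measured in HUVEC primary endothelial cells; signal is the percent of cells scored E-selectin positive by PE staining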
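Test system: HUVEC; input: 3,000 HUVEC/well; measured by: immunofluorescence imaging; read-out: % PE-positive cells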
CASP6 VEID inh = human caspase-6 inhibitors, primary screen, biochemical, VEID-R110 fluorescence, single point, set 2; P55212; purified caspase-6, Z-VEID-R110 cleavage fluorescence; inhibition, % at 12.5 µM; hit rate 0.53% among 350,000; AID 686996, 2013;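 active = mean inhibition across replicates at least about 35%, with every replicate also reaching that limit, limit read from the data; inconclusive = only one of the two criteria met; inactive = neither criterion met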;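 note: 0% = median of neutral control wells and 100% = no fluorescence left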
Target sequence (P55212 24-179 limits assumed): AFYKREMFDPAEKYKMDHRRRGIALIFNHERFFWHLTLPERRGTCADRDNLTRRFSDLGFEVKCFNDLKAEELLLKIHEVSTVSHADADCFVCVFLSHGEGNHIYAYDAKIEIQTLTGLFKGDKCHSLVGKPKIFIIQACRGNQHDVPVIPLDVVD
Target sequence (P55212 194-293 limits assumed): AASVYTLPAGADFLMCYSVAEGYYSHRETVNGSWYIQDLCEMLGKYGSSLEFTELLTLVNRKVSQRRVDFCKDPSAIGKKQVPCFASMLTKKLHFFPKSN
RAD52 anneal inh = RAD52 DNA annealing inhibitors, primary screen, biochemical, FRET, single point, set 2. hit rate 0.46% among 360,000. inhibition, % at 18.7 µM. AID 651710, 2012. recombinant RAD52 DNA annealing, FRET fluorescence. DNA repair protein RAD52 homolog (Homo sapiens), P43351;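 active = every replicate showing at least 50% inhibition; inconclusive = mean inhibition at least 50% but not in every replicate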
ARNT-TACC3 inh = disruptors of ARNT/TACC3 protein interaction, primary screen, biochemical, AlphaScreen, single concentration; hit rate 0.66% among 390,000; AlphaScreen His-ARNT PAS-B/GST-TACC3 binding, luminescence; TACC3 fragment carries E629A point mutation; AID 623870, 2012; inhibition, % at 9.99 µM; Transforming acidic coiled-coil-containing protein 3 (Homo sapiens), Q9Y6A5;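 active = mean inhibition of replicates at least 50% and at least half of replicates each reaching 50%; inconclusive = half or more replicates reach 50% but mean below 50%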;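 note: 0% = complete ARNT plus TACC3 wells and 100% = ARNT alone without TACC3; many hits fall short of the cut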
ERp5 inh = inhibitors of ERp5-driven insulin aggregation, primary screen, biochemical, turbidity, absorbance 650 nm, single point. Protein disulfide-isomerase A6 (Homo sapiens), Q15084. 90 min. inhibition, % at 9.99 µM. hit rate 0.05% among 350,000;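 active = mean replicate inhibition above about 25%, with every replicate also reaching it, limit read from the data, passing the limit was not always enough; inconclusive = only one of those two criteria met; inactive = neither criterion met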
Target sequence (Q15084 whole entry, looked up): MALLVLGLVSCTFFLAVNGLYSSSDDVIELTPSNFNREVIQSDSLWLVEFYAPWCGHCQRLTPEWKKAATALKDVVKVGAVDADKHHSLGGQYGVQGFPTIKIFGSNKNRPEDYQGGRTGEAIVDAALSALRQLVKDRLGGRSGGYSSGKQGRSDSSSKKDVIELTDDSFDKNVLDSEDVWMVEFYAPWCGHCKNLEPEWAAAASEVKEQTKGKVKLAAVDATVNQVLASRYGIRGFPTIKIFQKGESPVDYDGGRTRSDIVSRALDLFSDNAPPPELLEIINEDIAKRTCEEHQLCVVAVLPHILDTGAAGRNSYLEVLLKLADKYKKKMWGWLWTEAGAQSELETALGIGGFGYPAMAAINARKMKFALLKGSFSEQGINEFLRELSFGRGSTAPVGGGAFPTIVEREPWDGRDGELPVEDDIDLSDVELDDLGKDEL
RAD54 branch = inhibitors of human RAD54 branch migration, primary screen, biochemical, fluorescence, single point; hit rate 0.14% among 360,000; inhibition, % at 10.4 µM; RAD54 Holliday junction branch migration, FAM/BHQ fluorescence; DNA repair and recombination protein RAD54-like (Homo sapiens), Q92698; AID 602329, 2012;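 active = mean normalized replicate activity at least 40 and at least half of replicates scoring 40 or more; inconclusive = only one of the two criteria met; inactive = mean below 40 and under half of replicates reaching 40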;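 note: 0% = median of neutral control wells and 100% = median of positive control wells; inhibitors cause a drop in the FAM fluorescence signal; in these data hits start at about 50%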
esBAF inh = Bmi1 luciferase reporter increase in mESCs, primary screen, esBAF inhibitor project, mouse ES cells, Bmi1 luciferase knock-in, single point. 24 h; 100% = twice the neutral-well signal. reporter increase, % at 12.5 µM. hit rate 2% among 350,000; in the data active = activation above about 40%; inconclusive = no clear call, values can overlap the other calls;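 note: 0% = median of the plate's neutral control wells and 100% = double that signal; a rise in the Bmi1 reporter signal indicates esBAF inhibition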
PglD inh = C. jejuni PglD acetyltransferase inhibitors, primary screen, biochemical, DTNB colorimetric, single point | UDP-N-acetylbacillosamine N-acetyltransferase PglD (Campylobacter jejuni) | inhibition, % at 12.5 µM | hit rate 0.098% among 360,000 | purified PglD enzyme, DTNB colorimetric CoA detection | AID 602405, 2012; in the data active = inhibition above about 16%, passing the limit was not always enough; inconclusive = no clear call, values can overlap the other calls; note: strong numbers were not always called active
The depositor's hits bear a star; i = inactive; ? = inconclusive; / = no result given.

Values run as follows: E-sel inducer, PglD inh, RAD54 branch, esBAF inh, RAD52 anneal inh, ERp5 inh, CASP6 VEID inh, ARNT-TACC3 inh
> C/C(=N\NC(=O)c1ccc(OC2CCCC2)cc1)c1ccc(O)cc1
    -0.8, -5, -1, -2, -6, 6, 2, 6
> COc1cc(C(=O)NNC(=O)CNC(=O)C2CCCCC2)ccc1OC(C)C
    -0.1, -2, 5, -3, -10, 1, -3, -3
> COc1ccc(S(=O)(=O)N2CCN(C(C)C(=O)Nc3ccc(C(C)C)cc3)CC2)cc1 (centres undefined)
    0.0, -3, -8, 8, -34, -1, 26, 4
> COc1ccc(NC(=O)C(NC(=O)c2ccc(C)cc2)c2ccccc2)cc1 (centres undefined)
    0.0, 3, -2, ?, 10, 4, -1, -11
> O=C(NCc1ccccn1)C1CCN(S(=O)(=O)c2ccc(Br)cc2)CC1
    0.5, -1, 1, -3, -7, 8, 0, 24
> Cc1ccc(C)c(Cc2c(C)nc(C)[nH]c2=O)c1
    /, -6, 6, -12, /, /, /, -1
> O=C(NCC1CCCO1)C(Cc1ccccc1)N1C(=O)C2C3C=CC(C4CC34)C2C1=O (centres undefined)
    /, 1, -5, 8, 9, 3, 2, -10
> Cc1nn(Cc2c(F)c(F)c(F)c(F)c2F)c(C)c1NC(=O)c1cccc(COc2ccc(Cl)cc2)c1
    /, 0, -4, -14, /, /, /, -2
> COc1ccccc1NS(=O)(=O)c1cccc(C(=O)N/N=C(\C)c2cccnc2)c1
    0.2, 6, 3, 2, -10, 0, 0, /
> COc1ccc(Cl)cc1NC(=O)C(C)OC(=O)C1=NNC(=O)CC1 (centres undefined)
    /, 1, -7, -9, -1, -8, 2, -3
> CCC1=C(OC(=O)N(CC)CC)N2C(=O)OC(=NCCc3c[nH]c4ccccc34)[C@]2(Cc2ccccc2)[C@H]2C1=CC[C@H]1C(=O)N(C)C(=O)[C@H]12
    /, 2, -2, -5, -31, -8, 16, -2
> O=C(O)c1nn(CCOc2cccc(Br)c2)c(=O)c2ccccc12
    /, -1, -3, -1, -8, -2, 3, 7
> CCC1CN(C(=O)N2CCC(C(=O)NCCc3ccc(OC)c(OC)c3)CC2)c2ccccc2O1 (centres undefined)
    3.0, 1, -11, -12, -16, 2, -2, -2
> CCC1C(=O)Nc2ccccc2N1C(=O)COc1ccccc1 (centres undefined)
    0.0, 0, 2, -2, -9, 0, 2, -3
> CCC(C)(C)c1nnc(NC(=O)CCC2CCCCC2)s1
    -0.1, -5, -2, /, -7, 1, -4, /
> CCCCCCCC1(C)NC(=O)N(c2ccccc2)N1 (centres undefined)
    /, -1, -8, -3, /, /, /, -2
> C/C(=N\NC(=S)Nc1ccccc1C)c1cc2ccccc2o1
    8.5, -3, 0, /, -18, -4, -2, -4
> Cn1c(SCc2ccccn2)nc2c1c(=O)[nH]c(=O)n2C
    0.2, -8, 2, -1, -24, 1, -2, -8
> O=C(c1ccc(N2CCCCC2)c([N+](=O)[O-])c1)N(Cc1ccccc1)c1ccccn1
    /, -4, 2, -23, /, /, /, 28
> O=C(c1cc2ccccc2[nH]1)N(Cc1cccnc1)CC1CCCN(C2CCCCC2)C1 (centres undefined)
    /, 0, 8, 11, -13, 15, -9, 8
> COc1ccc2c3c([nH]c2c1)[C@H](CO)N(C(=O)CN1CCOCC1)CC31CCN(C)CC1
    0.2, /, /, /, 5, -1, -11, /
> CC(C)c1ccc(NC(=O)C2CCCN(S(=O)(=O)c3ccc4c(c3)C(C)(C)C(=O)N4C)C2)cc1 (centres undefined)
    -1.2, 1, 3, 10, 4, -3, -2, 2
> CCCCOc1ccc(/C=N/NC(=S)Nc2cc(C)ccc2C)cc1
    /, 0, -2, 3, /, /, /, 5
> CCOC(=O)/C(C#N)=C/C1=C(N2CCOCC2)CC(C)(C)OC1
    -0.1, -7, 0, /, 3, 1, 1, /
> CCOC(=O)C1=C(C)N=C(/N=C/N(C)C)SC1c1ccccc1 (centres undefined)
    /, 2, 6, 4, -3, -1, -1, -3
> COc1ccc(Nc2cc(C)nc3nc(C)nn23)c(OC)c1
    -0.1, -2, 6, 5, -6, -1, -1, 25
> COc1ccc(CNC2=CC(=O)CC(C)(C)C2)cc1
    /, -8, -10, -1, /, /, /, -5
> COc1cc(/C=C/c2ccccc2)cc(OC)c1
    0.6, -2, 2, 68*, -6, -1, 0, -6
> COc1ccc(CN(C)C[C@@H]2Oc3ccc(NC(=O)Cc4ccccc4)cc3CC(=O)N([C@@H](C)CO)C[C@@H]2C)cc1
    -0.1, 19, 15, 0, 10, -1, 0, -6
> CC(C)c1ccc(NC(=O)COC(=O)[C@@H]2CCCN2C(=O)c2cccs2)cc1
    /, 3, 5, 7, -4, 9, 3, /

Whole records, looked up by structure:
CCOC(=O)C1=C(C)N=C(/N=C/N(C)C)SC1c1ccccc1 (centres undefined) in the list: E-sel inducer = /; PglD inh = 2; RAD54 branch = 6; esBAF inh = 4; RAD52 anneal inh = -3; ERp5 inh = -1; CASP6 VEID inh = -1; ARNT-TACC3 inh = -3
C/C(=N\NC(=S)Nc1ccccc1C)c1cc2ccccc2o1 in the list: E-sel inducer = 8.5; PglD inh = -3; RAD54 branch = 0; esBAF inh = /; RAD52 anneal inh = -18; ERp5 inh = -4; CASP6 VEID inh = -2; ARNT-TACC3 inh = -4

(more compounds)
Values run as follows: E-sel inducer, PglD inh, RAD54 branch, esBAF inh, RAD52 anneal inh, ERp5 inh, CASP6 VEID inh, ARNT-TACC3 inh
> CCN1C(=O)[C@H]2[C@@H](c3ccc(C)cc3)N3C(=O)N(c4ccc(C(F)(F)F)cc4)C(=O)[C@@]3(CC)[C@H]2C1=O
    0.3, -1, -19, -2, -4, 3, 0, 1
> COc1cc(NC(=O)C(Cc2ccccc2)n2cccc2)cc(OC)c1 (centres undefined)
    /, /, /, /, -18, 22, 0, 3
> O=C(CSc1ccccc1F)OCC(=O)N1CCN(C(=O)c2ccco2)CC1
    0.2, 1, 1, -5, -7, -2, 6, 1
> COCCN1Cc2cc(C(=O)OC)c3c(c2C1=O)c1cc(OC)ccc1n3S(=O)(=O)c1ccc(F)cc1
    1.0, /, /, /, -50, -1, 0, /
> COCc1cc(=O)[nH]c(N2CCN(Cc3ccc4c(c3)OCO4)CC2)n1
    0.2, 2, -11, -4, -13, 1, -4, -3
> Cc1noc(C)c1S(=O)(=O)Nc1ccc2c(c1)C(=O)N([C@@H](C)CO)C[C@@H](C)[C@@H](CN(C)C(=O)NC(C)C)OCCCC[C@@H](C)O2
    /, 1, -6, 1, -7, 1, 1, -6
> CC(C)C(=O)Nc1ccc(Cc2ccc(NC(=O)C(C)C)c(O)c2)cc1O
    /, -7, -3, 0, /, /, /, 1
> O=C(NNC(=S)NC(=O)c1ccc(F)cc1)c1cccnc1
    /, 1, -2, -1, -4, 5, -4, 6
> O=S(=O)(N[C@H]1CC[C@H](CCn2cc(-c3ccccc3F)nn2)O[C@@H]1CO)c1ccc(Cl)cc1
    -0.7, 1, -2, 14, 5, 1, 3, -1
> CN(Nc1cccc(Cl)c1)c1cccc(Cl)c1
    -0.5, -2, 5, -5, -7, 2, -4, 6
> Cc1ccc(NC(=O)/C(C#N)=C/c2cn(CC(=O)NCc3ccco3)c3ccccc23)cc1C
    8.3, -1, -3, /, -95, 1, 4, -4
> O=C(CSc1nnc2c(Cl)cc(Cl)cn12)N1CCOCC1
    /, /, /, /, -8, -2, 1, -27
> C[C@@H]1CN([C@H](C)CO)C(=O)c2cc(NC(=O)CCC(F)(F)F)ccc2O[C@@H]1CN(C)CC1CC1
    -0.3, -2, -10, -5, -7, -2, 1, 1
> N/C(=N\OC(=O)C1CCCCC1)c1cccc(Br)c1
    /, 5, -5, 45*, /, /, /, -9
> C[C@@H]1CN([C@@H](C)CO)C(=O)c2cc(NC(=O)c3ccccc3)ccc2O[C@@H](C)CCCCO[C@H]1CN(C)C(=O)Nc1ccccc1
    /, 4, -17, -5, -53, -6, 3, -18
> COc1ccc(S(=O)(=O)Nc2cc(C)nn2-c2ccccc2)cc1
    /, 0, -2, 0, /, /, /, 0
> C[C@@H]1CN([C@@H](C)CO)C(=O)c2cc(C#CCN(C)C)cnc2O[C@H]1CN(C)C(=O)NC1CCCCC1
    0.3, -4, -5, -6, -5, -7, -5, -9
> S=C(NC1CCCCC1)NN(c1ccccc1)c1ccccc1
    0.4, 5, -11, -11, -10, -1, 3, -3
> O=C(O)c1ccc(N=Nc2c(O)[nH]c3cc(Cl)ccc23)cc1
    1.8, /, /, /, i, 1, 38*, 0
> CC(NC(=O)CCNC(=O)c1ccc(Br)cc1)c1ccc(-n2ccnc2)cc1 (centres undefined)
    -0.6, 2, -1, 6, -5, -1, 2, -4
> CN1C2Cc3c(n(C)c4ccccc34)C1CC=C2CO (centres undefined)
    0.4, -1, 6, 0, -21, -4, -3, 5
> c1ccc(-n2c(SCc3nc(-c4cccs4)no3)nnc2-c2ccco2)cc1
    /, /, /, /, -21, -6, 4, 4

Entries from the list above containing fluorine, in the order listed:
Values run as follows: E-sel inducer, PglD inh, RAD54 branch, esBAF inh, RAD52 anneal inh, ERp5 inh, CASP6 VEID inh, ARNT-TACC3 inh
> Cc1nn(Cc2c(F)c(F)c(F)c(F)c2F)c(C)c1NC(=O)c1cccc(COc2ccc(Cl)cc2)c1
    /, 0, -4, -14, /, /, /, -2
> CCN1C(=O)[C@H]2[C@@H](c3ccc(C)cc3)N3C(=O)N(c4ccc(C(F)(F)F)cc4)C(=O)[C@@]3(CC)[C@H]2C1=O
    0.3, -1, -19, -2, -4, 3, 0, 1
> O=C(CSc1ccccc1F)OCC(=O)N1CCN(C(=O)c2ccco2)CC1
    0.2, 1, 1, -5, -7, -2, 6, 1
> COCCN1Cc2cc(C(=O)OC)c3c(c2C1=O)c1cc(OC)ccc1n3S(=O)(=O)c1ccc(F)cc1
    1.0, /, /, /, -50, -1, 0, /
> O=C(NNC(=S)NC(=O)c1ccc(F)cc1)c1cccnc1
    /, 1, -2, -1, -4, 5, -4, 6
> O=S(=O)(N[C@H]1CC[C@H](CCn2cc(-c3ccccc3F)nn2)O[C@@H]1CO)c1ccc(Cl)cc1
    -0.7, 1, -2, 14, 5, 1, 3, -1
> C[C@@H]1CN([C@H](C)CO)C(=O)c2cc(NC(=O)CCC(F)(F)F)ccc2O[C@@H]1CN(C)CC1CC1
    -0.3, -2, -10, -5, -7, -2, 1, 1

Screens: PubChem, Broad Institute
